# XIAP displacement: XIAP antagonists, biochemical, IAP family, fluorescence polarization (AID 1018); 200,000 compounds, 0.007% hits; XIAP BIR domain, fluorescence polarization peptide displacement; higher % means a stronger effect; displacement, % at 20 µM, or IC50 in µM where a hit was titrated; in the data active = displacement above about 50%; note: a part of the inactive calls stands beside numbers as strong as those of hits
# Siah-1 displacement: blockers of Siah-1 interaction with plectin peptide – biochemical, fluorescence polarization, rhodamine-plectin, uHTS, primary screen (AID 1817) | Siah-1 / rhodamine-plectin peptide fluorescence polarization; higher % means a stronger effect | displacement, % at 20 µM, or IC50 in µM where a hit was titrated | 290,000 compounds, 0.02% hits;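 active = displacement of at least 50% at 20 µM, with a fluorescence ratio check between 0.3 and a set limit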;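 note: plate controls were Siah plus tracer with DMSO for no effect and tracer alone without Siah for full effect; strong numbers were not always called active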
# Hep lipid drop: modulators of hepatic lipid droplet formation; inhibition, % at 6.5 µM; 240,000 compounds, 0.4% hits; AML12 mouse hepatocytes, oleate lipid droplets, BODIPY imaging;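 active = lipid droplet intensity inhibited by at least 50%, with more than 500 cells counted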
#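 Assay system: AML12 hepatocytes (mouse) / Also added: 100 µM oleic acid challenge / Times: overnight treatment with compound plus oleate / Detection: high-content imaging of BODIPY-stained droplets and DAPI nuclei / Evaluation: % inhibition of lipid droplet signal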
# M1AAP inhibition: malaria alanyl aminopeptidase activity blockers – biochemical, fluorogenic H-Leu-NHMec substrate, 1536-well (AID 1445) | recombinant M1AAP, H-Leu-NHMec fluorogenic kinetic assay; higher % means a stronger effect | inhibition, % at 30 µM; hits with a dose series show IC50 in µM | 220,000 compounds, 0.42% hits;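 active = primary inhibition above the hit cutoff, then over 50% inhibition at one or more dose response concentrations, cut at about 23% in these data, passing the limit was not always enough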;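 note: plate controls were DMSO full reaction for no effect and no enzyme background for full effect; strong numbers were not always called active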
# human PMI inhibitors: human PMI inhibitors, high substrate, primary screen, biochemical, fluorescence intensity, high mannose 6-phosphate (AID 1220); inhibition, % at 20 µM, or IC50 in µM where a hit was titrated; 190,000 compounds, 0.66% hits; recombinant PMI enzyme, coupled fluorescence intensity; higher % means a stronger effect
# K1F lysis inhibition: protection from phage-mediated lysis, alamar blue read-out – E. coli UTI89, K1F phage, bacterial capsule biogenesis inhibitors (AID 488966); E. coli UTI89 K1F phage lysis, alamar blue, 2 h; higher % means a stronger effect; inhibition, % at 100 µM, or IC50 in µM where a hit was titrated; 340,000 compounds, 0.02% hits;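 active = phage lysis inhibition, versus mean bacterial control, above a set limit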;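 note: capsule biogenesis inhibitors block K1F phage lysis so surviving cells raise fluorescence; higher fluorescence means more inhibition of phage lysis; actives were called in the ten point dose series up to 300 µM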
# TNAP activation fold: stimulation of alkaline phosphatase TNAP activity – biochemical, luminescent, no phosphate acceptor, uHTS, primary screen (AID 1001). purified TNAP, luminescent activation assay, no phosphate acceptor; higher activation fold means a stronger effect. one-dose activation fold at 20 µM; EC50 in µM for titrated hits. 200,000 compounds, 0.03% hits; in the data active = activation fold from about 3, or a potency from the dose series; inactive = the rest, 99 in 100 with activation fold below about 1.6; note: many of its hits are not listed in these tables
# M17LAP inhibition: P. falciparum M17LAP inhibitors, primary screen, biochemical, fluorogenic H-Leu-NHMec substrate, 1536-well (AID 1619). recombinant M17LAP, H-Leu-NHMec fluorogenic kinetic assay; higher % means a stronger effect. one-dose inhibition, % at 30 µM; IC50 in µM for titrated hits. 220,000 compounds, 0.38% hits;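 active = compound inhibiting the enzyme by more than half at any dose during confirmatory dose-response retesting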;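 note: plate controls were full reaction with DMSO carrier for no effect and no enzyme background for full effect; strong numbers were not always called active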
# human PMI inhibition: inhibitors of human PMI, primary screen, biochemical, fluorescence intensity, coupled assay (AID 1209) | purified PMI enzyme, coupled fluorescence intensity; higher % means a stronger effect | one-dose inhibition, % at 20 µM; IC50 in µM for titrated hits | 190,000 compounds, 0.42% hits;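 note: plate controls were DMSO vehicle for no effect and wells lacking substrate for full effect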
# Hep lipid drop cells 6.5 µM: also measured in Hep lipid drop; calls as there; cell count; measured here: cell count, cytotoxicity flag;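 cells counted across two imaged fields per well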
# The depositor's hits bear a star; . = not tested or not shown; [ ] = remark or other dose. Cut-off read from the data, not from the text of the source, unless noted: active = inhibition above about 50%; inactive = the rest.
smiles	XIAP displacement	Siah-1 displacement	Hep lipid drop	Hep lipid drop cells 6.5 µM	M1AAP inhibition	human PMI inhibitors	K1F lysis inhibition	TNAP activation fold	M17LAP inhibition	human PMI inhibition
Fc1c(F)c(F)c(N=Cc2ccc3ncccc3c2)c(F)c1F	0.3%	-1%	6	597	2%	-2%	-0.1%	1.1	10%	-6%
O=C(Cc1ccccc1)NCC(=O)OCC(=O)c1ccccc1Cl	-3.6%	0%	8	755	9%	7%	1.2%	1	5%	10%
CCOC(=O)c1nn(-c2cccc(C)c2)c2nnc(Cc3ccc(C)cc3)c(=O)n12	-2.5%	5%	4	715	4%	13%	1.5%[50 µM]	1	20%	19%
COc1ccc(NC(=O)COC(=O)Cc2ccc(Br)cc2)cc1	-5.3%	-6%	8	639	5%	13%	-0.3%	1.1	7%	6%
COc1ccc(CCN=c2c([N+](=O)[O-])nn(-c3cccc(C)c3)n2O)cc1OC	-4.5%	2%	-23	571	5%	0%	1.0%[50 µM]	0.9	6%	-14%
CCOc1cc(C2NC(=O)NC(C)=C2C(=O)NCc2ccccc2)c(Cl)cc1O (stereo not given)	-4.1%	-4%	4	832	4%	0%	6.0%	1.1	-2%	-5%
COC(=O)c1cc(OC)c(OCc2cc(C(=O)OC)oc2C)c(OC)c1	0.6%	3%	25	689	21%	10%	-0.1%	1.1	18%	14%
C[N+](C)(C)C(Cc1c[nH]c2ccccc12)C(=O)[O-] (stereo not given)	.	0%	5	658	7%	.	.	.	-1%	.
c1ccc(CSc2nnc3c(n2)OC(c2ccco2)Nc2ccccc2-3)cc1 (stereo not given)	-3.0%	2%	-5	710	16%	-21%	-2.0%	1	28%	8%
O=C(OC1CCN(c2ncc(C(F)(F)F)cc2Cl)CC1)c1ccc(Cl)cc1	-14%	1%	.	.	9%	8%	0.6%	1.1	4%	8%
COC(=O)C(Cc1c[nH]c2ccccc12)NC(=O)c1cc(-c2ccc(OC)c(OC)c2)oc1C (stereo not given)	-9.4%	-5%	-31	650	7%	-17%	0.0%	1.2	2%	-20%
C#CCOCCOCCOCCNc1nc(N2CCN(C(=O)[C@H](CCCCN)n3cc(CCCC)nn3)CC2)nc(N2CCN(C(=O)[C@H](Cc3ccc(O)cc3)n3cc(CCO)nn3)CC2)n1	-7.7%	20%	0	763	10%	-53%	2.5%	1.1	3%	-29%
COc1cccc(-n2c(=O)c3c(C)c(C(=O)N(C)C)sc3n(CC(=O)NCCc3ccc(OC)c(OC)c3)c2=O)c1	-6.5%	6%	13	670	2%	-5%	0.2%	1.1	9%	-2%
Cc1cc(NC(=O)c2cccc([N+](=O)[O-])c2)n(-c2ccccc2)n1	0.8%	20%	0	699	-3%	-7%	-1.0%	1.1	5%	-8%
Cc1ccccc1NC(=O)C(NC1CCCCC1)C(C)C (stereo not given)	0.4%	16%	-13	712	-9%	0%	0.1%	1.1	-29%	9%
N=C1C(c2nc3ccccc3[nH]2)=C(O)CN1NC(=O)c1c[nH]c2ccccc12	-20%	-11%	4	708	-18%	12%	0.3%	1.4	3%	1%
CCCCC(C)n1[nH]c(=O)cc1N (stereo not given)	-2.5%	-3%	-1	795	0%	-6%	0.6%	1.1	3%	-1%
COc1ccc(NC(=S)N(CCCN2CCCC2)Cc2ccco2)cc1	-6.8%	3%	8	774	1%	-6%	0.3%	1	-3%	-10%
O=C(NCc1n[nH]c(=S)n1-c1ccc(Cl)c(Cl)c1)c1ccc(S(=O)(=O)N2CCOCC2)cc1	-11%	11%	18	668	8%	10%	0.3%	1	0%	6%
CCOC(=O)c1c(C)c(C(=O)NCc2cccs2)c(C)n1CC	-2.5%	-2%	.	.	-4%	-10%	7.1%	1.1	-8%	-3%
Cc1ccccc1OC1=NS(=O)(=O)c2ccccc21	-5.1%	-4%	-6	696	.	-1%	-0.4%	1.1	.	-3%
Cc1ccc(Sc2nc3c(c(=O)[nH]c(=O)n3C)n2CCc2ccccc2)cc1	-7.5%	14%	3	546	-1%	18%	0.1%	1	0%	18%
c1nc(N2CCCCC2)c2[nH]cnc2n1	-0.4%	0%	32	684	-1%	3%	0.3%	1.1	15%	-1%
O=C(c1ccc2ncsc2c1)N1CCN(c2ccc(O)cc2)CC1	0.2%	-4%	.	.	5%	13%	0.4%	1	-7%	-2%
CNC(=O)C(=O)NCCc1ccc(Cl)cc1	-2.3%	3%	.	.	17%	0%	0.4%	1	7%	-6%
CC(C)CC(NC(=O)OC(C)(C)C)c1cn([C@@H](CCC(=O)OC(C)(C)C)C(=O)N2CCN(C(=O)OC(C)(C)C)CC2)nn1 (stereo not given in full)	-2.6%	2%	-10	752	6%	6%	0.8%	1	7%	12%
COc1ccc(NC(=S)N(CCCN2CCC(C)CC2)Cc2cccs2)cc1	-2.8%	-5%	-60	776	5%	12%	0.2%	1.1	-1%	6%
O=C(NCCCn1ccnc1)c1cc(-c2ccc(Br)cc2)on1	-5.4%	0%	8	757	-2%	14%	0.4%	0.9	4%	-4%
O=C(O)CCc1ccc(-c2ccccc2)n1CC1CCCO1 (stereo not given)	-4.0%	-3%	-42	607	1%	-6%	0.1%	1	-58%	-1%
O=C(c1ccc(Cl)cc1)c1nnc(-c2ccncc2)o1	-6.5%	-8%	.	.	2%	-6%	1.3%	1	7%	-6%

# Part of the list above, with two lines to a compound:
# The line under a structure holds: XIAP displacement	Siah-1 displacement	Hep lipid drop	Hep lipid drop cells 6.5 µM	M1AAP inhibition	human PMI inhibitors	K1F lysis inhibition	TNAP activation fold	M17LAP inhibition	human PMI inhibition
O=C(NCc1n[nH]c(=S)n1-c1ccc(Cl)c(Cl)c1)c1ccc(S(=O)(=O)N2CCOCC2)cc1
  -11%	11%	18	668	8%	10%	0.3%	1	0%	6%
CCOC(=O)c1c(C)c(C(=O)NCc2cccs2)c(C)n1CC
  -2.5%	-2%	.	.	-4%	-10%	7.1%	1.1	-8%	-3%

# A draw from above in order of molar mass, high to low.
smiles	XIAP displacement	Siah-1 displacement	Hep lipid drop	Hep lipid drop cells 6.5 µM	M1AAP inhibition	human PMI inhibitors	K1F lysis inhibition	TNAP activation fold	M17LAP inhibition	human PMI inhibition
COc1ccc(NC(=S)N(CCCN2CCC(C)CC2)Cc2cccs2)cc1	-2.8%	-5%	-60	776	5%	12%	0.2%	1.1	-1%	6%
O=C(c1ccc2ncsc2c1)N1CCN(c2ccc(O)cc2)CC1	0.2%	-4%	.	.	5%	13%	0.4%	1	-7%	-2%
O=C(c1ccc(Cl)cc1)c1nnc(-c2ccncc2)o1	-6.5%	-8%	.	.	2%	-6%	1.3%	1	7%	-6%
c1nc(N2CCCCC2)c2[nH]cnc2n1	-0.4%	0%	32	684	-1%	3%	0.3%	1.1	15%	-1%

# The listing continues.
smiles	XIAP displacement	Siah-1 displacement	Hep lipid drop	Hep lipid drop cells 6.5 µM	M1AAP inhibition	human PMI inhibitors	K1F lysis inhibition	TNAP activation fold	M17LAP inhibition	human PMI inhibition
Cc1ccc(C)c(-c2[nH]ncc2CN2CCCC(CO)(Cc3ccccc3C)C2)c1 (stereo not given)	-1.7%	-4%	-31	678	0%	-5%	-0.2%	1	-2%	-3%
CC(C)N(Cc1ccccc1)C(=O)/C=C/c1ccccc1[N+](=O)[O-]	-1.2%	-3%	-1	731	4%	.	0.0%	1	10%	.
C=CCn1c(SCC(=O)O)nnc1-c1ccccc1	-2.8%	27%	-4	699	-6%	-16%	-0.3%	1.1	13%	-23%
Clc1ccc(-n2cc(-c3ccc(Br)cc3)[n+]3c2CCCCC3)cc1	.	-5%	1	686	8%	.	-1.2%	.	22%	.
Cc1csc(SCc2nc3sc4c(c3c(=O)[nH]2)CCC4)n1	-7.0%	2%	-3	711	9%	-6%	0.2%	1	3%	-4%
O=C(N/N=C/c1cn(Cc2ccccc2)c2ccccc12)c1ccncc1	-1.3%	-2%	-15	678	12%	14%	0.0%	1.3	0%	9%
CCN(CC)S(=O)(=O)c1ccc(OC)nc1	-3.4%	-2%	.	.	-2%	8%	0.3%	1.1	4%	14%
COc1coc(/C=C/C(=O)O)cc1=O	13%	0%	.	.	3%	23%	1.1%[50 µM]	1.1	5%	0%
CC1(C)Cc2c(C#N)c(N3CCCC3)nc(-c3ccco3)c2CO1	1.5%	0%	.	.	14%	-4%	-0.5%	1.1	11%	-13%
COc1ccc(/C=N/n2c(=S)n(C)c3ccccc32)cc1OC	-11%	1%	-7	747	3%	7%	0.8%	1.1	10%	16%
O=C(CSc1nnc(COc2cccc3cccnc23)o1)N1CCN(C(=O)c2ccco2)CC1	-6.1%	3%	2	767	-1%	-5%	0.8%	1.1	11%	-5%
COc1ccc(-c2nc(NC(=O)CSc3nnc(C)s3)ns2)cc1	-4.7%	2%	15	670	5%	20%	3.2%	1.1	-8%	18%
O=C1CC(c2cccc(F)c2)C2=C(CCCC2=O)N1 (stereo not given)	-5.6%	2%	.	.	-2%	9%	0.3%	1	4%	-4%
Cc1ccc(N(CC(=O)NC(C)(C)C)C(=O)CNC(=O)c2cccs2)cc1	-4.5%	0%	-8	598	1%	-5%	1.4%	1.1	7%	1%
COc1ccc(N2CCN(CC(O)COc3ccc4c(c3)CCC4)CC2)cc1 (stereo not given)	-7.2%	1%	-2	712	5%	-5%	6.8%	1.1	1%	-3%
CCOC(=O)Cn1c(=N)n(CCOc2cccc(C)c2)c2ccccc21	-1.2%	1%	-3	563	5%	1%	8.6%	0.9	8%	2%
N#C/C(=C\c1cn(CC(=O)N2CCCC2)c2ccccc12)C(=O)NCc1ccc2c(c1)OCO2	-5.2%	0%	-20	579	13%	3%	1.5%[50 µM]	1	3%	20%
Cc1cccc(N2CCN(CC(=O)Nc3ccccc3[N+](=O)[O-])CC2)c1C	-0.7%	2%	.	.	6%	11%	-2.3%	1	9%	16%
COC(=O)c1sc(-c2ccc(Cl)cc2)cc1NC(=O)c1ccccc1C(=O)O	.	4%	7	655	19%	.	-0.2%	.	28%	.
CSC1=NCCN1C(=O)c1c(F)cccc1Cl	-4.2%	2%	7	744	-4%	1%	0.2%	1	-4%	-3%
COC(=O)/C=C/c1oc2ccccc2c1C	-7.0%	8%	5	689	3%	-3%	0.4%	1.1	-1%	-2%

# Compound activity: PubChem, several laboratories
